H9c2 TAG inh = inhibitors of triacylglycerol accumulation, primary screen, cell-based, uHTS, fluorescence, H9c2 | H9c2 cells, Nile Red lipid (TAG) fluorescence; cells loaded with 200 µM oleic acid | inhibition, % at 12.5 µM | 230,000 tested, 0.66% active;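 active = pattern-corrected inhibition of lipid staining of at least 50% with the nuclear-stain viability signal not falling by more than 50%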;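 also: 0% = DMSO wells and 100% = triacsin C control wells; some results filed as inactive read as strong as hits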
H9c2 TAG inh DAPI viability = second read-out of H9c2 TAG inh, no call of its own (marks repeat the call); DAPI nuclei signal change (viability), lower = more cytotoxic, %;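 whole-well DAPI fluorescence read on a plate reader as a viability signal; minus 50 percent equals half of cells still viable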
* = called active by the depositor. A portion of the library. The share of hits here may be higher or lower than overall.

Values run as follows: H9c2 TAG inh	H9c2 TAG inh DAPI viability
[1] COC(=O)c1ccc(CN2CCCC(CO)(Cc3ccccc3F)C2)cc1 (stereo not given)
 : -12	-3
[2] COc1ccc(/C(O)=C2/C(=O)C(=O)N(CCCC(=O)O)C2c2ccc(OC)cc2)cc1 (stereo not given)
 : 10	-4
[3] COc1ccc(-c2nn(-c3ccccc3C)cc2CNC(C)Cn2cncn2)cc1F (stereo not given)
 : 0	12
[4] COC(=O)c1c(NC(=O)CSc2nnc(-c3ccco3)n2C)sc(C)c1C
 : -2	-10
[5] C=CCOc1cccc(CNc2cccc(C(=O)O)c2)c1
 : -7	2
[6] CCCCNC(=S)N1CCn2cccc2C1c1ccccc1 (stereo not given)
 : 4	14
[7] CC(C)n1cnnc1SCC(=O)Nc1cccc(S(=O)(=O)N(C)c2ccccc2)c1
 : -4	1
[8] Cc1ccc(C(=O)NCC2(c3ccccc3)CCCC2)cc1
 : -5	-8
[9] COc1ccc(NS(=O)(=O)c2cccc(C(=O)NNC(=O)c3ccc(NC(C)=O)cc3)c2)cc1
 : -3	4
[10] CC(C)CN(C(=O)c1cc([N+](=O)[O-])cc([N+](=O)[O-])c1)C1CCS(=O)(=O)C1 (stereo not given)
 : -18	10
[11] O=S(=O)(Nc1cccc(CCc2ccccn2)c1)c1ccc(Cl)cc1
 : -13	3
[12] CC(=O)Oc1c(Cl)cc(N(C(C)=O)S(=O)(=O)c2ccccc2)c2ccccc12
 : -6	4
[13] CN(C)C(=O)CSc1nnc(CCCCCNC(=O)OC(C)(C)C)o1
 : 5	4
[14] CCN1CCN(C(C(=O)NC2CCCC2)c2ccc(Cl)cc2)CC1 (stereo not given)
 : 19	-5
[15] Cc1cc(C)c(C)c(OCC(=O)NCC2CCCO2)c1 (stereo not given)
 : -12	5
[16] O=C(COc1c(F)c(F)cc(F)c1F)NNC(=O)CC1CCS(=O)(=O)C1 (stereo not given)
 : -2	1
[17] COc1ccc(-n2c(C)nc3c(cnn3-c3ccc(C)c(C)c3)c2=O)cc1
 : 2	-6
[18] O=C(Nc1ccccc1N1CCCC1)c1ccc(N2CCCC2=O)cc1
 : 2	-1
[19] COC(=O)c1sccc1-n1cccc1C(=O)C(=O)N1CCCCC1
 : -9	5
[20] Cc1ccccc1N1Cc2ccccc2C1=O
 : -2	-4
[21] C[C@H](O)[C@@H]1C(=O)N2CCc3c([nH]c4ccccc34)[C@@H]2C[C@@H]1N(C)Cc1ccc(Cl)cc1
 : 12	6
[22] COc1ccc2cnn(-c3ccc(OC(F)(F)F)cc3)c(=O)c2c1OC
 : -10	-4
[23] Nc1ncnc2[nH]c(=S)[nH]c12
 : 3	1
[24] COc1ccc(C(O)c2ncc(-c3ccccc3OC)[nH]2)cc1F (stereo not given)
 : -11	0
[25] CCOC(=O)C1=C(NC(=S)NC(=O)c2ccccc2)c2ccccc2CC1(C)C
 : -19	0
[26] COc1ccc(N(C(=O)CS(=O)CC(=O)Nc2ccc(F)cc2)C(C(=O)NC2CCCCC2)c2cccs2)cc1 (stereo not given)
 : -22	-9
[27] CCCCN(C(=O)c1ccc(-c2ccc([N+](=O)[O-])cc2)o1)c1c(N)n(CCCC)c(=O)[nH]c1=O
 : 1	6
[28] Cn1c(Cc2ccccc2)nnc1SCC(=O)c1cccs1
 : 13	4
[29] Cc1c(C(=O)N2CCC(C)CC2)cccc1[N+](=O)[O-]
 : 0	2
[30] O=C(COC(=O)c1cc(=O)[nH]c2ccccc12)NCc1ccc(F)cc1
 : -14	4

The results go on:
Values run as follows: H9c2 TAG inh	H9c2 TAG inh DAPI viability
[31] Cc1c(S(=O)(=O)Nc2ccc(Oc3ccccc3)cc2)c(=O)n(C)c(=O)n1C
 : 2	1
[32] Cc1cccc(CN2CCN(CC(=O)NCc3ccc(F)cc3)C2=O)c1
 : -15	-6
[33] CN(CCc1ccccn1)C(=O)Nc1ccc(F)cc1
 : 11	1
[34] O=[N+]([O-])c1ccc(NCc2ccc3c(c2)OCO3)cc1
 : -22	-8
[35] COc1ccccc1N(C)S(=O)(=O)c1ccc(C(=O)N(C)Cc2cccc(F)c2)cc1
 : -23	-5
[36] CCOC(=O)c1cc(-c2ccc(Cl)s2)[nH]n1
 : -3	-8
[37] Cc1ccc(C(=O)N2CCN=C2SCc2ccc([N+](=O)[O-])cc2)cc1C
 : 1	0
[38] CCN1CCN(c2ccc(S(=O)(=O)N3CCCCC3)cc2N)CC1
 : 5	-10
[39] COc1cc2c(cc1/C=C/C(=O)O)OC(C)C2 (stereo not given)
 : -3	32
[40] CC(=O)Nc1ccc(S(=O)(=O)Nc2nc3ccccc3nc2Nc2ccc(C(=O)O)c(O)c2)cc1
 : 9	7
[41] COCCNC(=O)C1(C)Oc2ccccc2NC1=O (stereo not given)
 : -7	5
[42] Cc1ccc(N2C(=O)c3ccc(C(=O)N4CCN(c5cccc(C)c5C)CC4)cc3C2=O)cc1
 : -20	4
[43] COc1ccc2nc(SCC(=O)NCCc3ccccc3)[nH]c2c1
 : 0	-4
[44] CC(C)CCNC(=S)Nc1ccc(F)cc1
 : -4	11
[45] CCOC(=O)c1c(NC(=O)c2cc(C(C)C)on2)sc(C(C)=O)c1C
 : 19	11
[46] NC(=O)C1CCCN1 (stereo not given)
 : -4	7
[47] COc1cccc2c3c(c(C)nc12)CCN3c1ccccc1
 : 18	9
[48] O=C(NC1CC1)C1CCN(C2CCN(C(=O)CC3=CCCCC3)CC2)CC1
 : 3	-16
[49] CCOC(=O)C1=C(COC(=O)/C=C/c2cccc(F)c2)NC(=O)NC1C (stereo not given)
 : -23	5
[50] O=C(CN(Cc1ccccc1)C(=O)CSc1nnc(COc2ccccc2)o1)NC1CCCC1
 : -8	5
[51] Cn1cccc1-c1cc(C(=O)N/N=C/C=C/c2ccccc2)[nH]n1
 : 15	-3
[52] COc1cccc2cc(-c3csc(CCn4nc(C)cc4C)n3)c(=O)oc12
 : -24	11
[53] O=C(NCc1cc(Cl)cc(Cl)c1)c1ccc2sc([C@H]3C[C@H](O)[C@@H](CO)O3)nc2c1
 : 0	-2
[54] COC(=O)c1ccc(-n2c(C)cc(C(=O)CSc3cccc[n+]3[O-])c2C)cc1
 : -1	6
[55] C(=N\Nc1ccc2ccccc2n1)/c1ccc2c(c1)OCO2
 : -4	23
[56] Fc1ccccc1CSc1nnc(-c2ccccc2)o1
 : -31	11
[57] CCOC(=O)C(CC)Sc1nc(N)c(NC(=O)c2ccc(OC)c(OC)c2)c(=O)[nH]1 (stereo not given)
 : -3	3
[58] CC(C)NC(=O)c1onc(CSc2ccc(Cl)cc2)c1C(=O)O
 : 5	-3
[59] O=[N+]([O-])c1ccc2oc(/C=C/c3ccc(O)cc3)nc2c1
 : 6	-5
[60] Cc1sc2ncnc(SCC(=O)Nc3cccc(S(N)(=O)=O)c3)c2c1C
 : 6	-8

Further results:
Values run as follows: H9c2 TAG inh	H9c2 TAG inh DAPI viability
[61] CC(C)C(=O)Nc1cccc(COc2ccc(CN(Cc3ccccc3)C(=O)OC(C)(C)C)cc2)c1
 : 20	-1
[62] COCCCn1c(C)c(C(C)=O)cc(NC(=O)c2ccccc2)c1=O
 : -14	-5
[63] COc1ccc(/C(C)=N/NC(=S)NCCc2ccccc2)cc1
 : -22	5
[64] CC(=O)C(Cc1ccccc1)NC(=O)CCl (stereo not given)
 : -7	7
[65] O=S(=O)(NCc1ccccc1)c1ccc(NC(=S)NCc2ccco2)cc1
 : -6	7
[66] O=[N+]([O-])c1cc(S(=O)(=O)NCCc2ccccn2)ccc1Cl
 : -7	1
[67] CCCCn1c(N)c(N(CC)C(=O)C2=COCCO2)c(=O)[nH]c1=O
 : 12	6
[68] CSc1ncccc1C(=O)OCC(=O)NC1CCC(C)CC1 (stereo not given)
 : -6	-11
[69] CCc1cccc(C)c1NC(=O)C1CCCO1 (stereo not given)
 : -1	-5
[70] COc1ccc([N+](=O)[O-])cc1NC(=O)COC(=O)c1ccc(O)cc1
 : 11	-16
[71] COc1ccc(CCNC(=O)COC(=O)c2ncc(Cl)c(Cl)c2Cl)cc1OC
 : -1	6
[72] Cc1ccc(S(=O)(=O)CC(=O)NC(C)(C)C)cc1
 : -13	4
[73] CCCOc1ccc(C(=O)NNC(=O)c2cccc(S(=O)(=O)N3CCN(C(C)=O)CC3)c2)cc1OC
 : -11	0
[74] O=S(=O)(c1ccccc1)N1N=C(c2cccs2)CC1c1ccc(Br)cc1 (stereo not given)
 : 21	-8
[75] Cc1nn(Cc2ccccc2)c(Cl)c1/C=C/C(=O)OCC(=O)N1CCCC1=O
 : -1	10
[76] Cc1nn(-c2ccccc2)c(C)c1C(=O)Oc1ccccc1
 : -12	1
[77] COc1ccc(-n2nc(C(=O)NCC(=O)N3CCN(Cc4ccc5c(c4)OCO5)CC3)c3ccccc3c2=O)cc1OC
 : 4	7
[78] CCCCN(CC)c1nc(-c2ccncc2)nc2ccccc12
 : 4	2
[79] Nc1n[nH]c(S(=O)(=O)CCCc2ccccc2)n1
 : 11	2
[80] CC(C)c1nnc(NC(=O)c2c(O)c3cccc4c3n(c2=O)CCC4)s1
 : -1	29
[81] Cn1c(NC(=O)CCC2CCCCC2)cc(=O)n(C)c1=O
 : 5	-7
[82] Cc1cc(C)c(NC(=O)C2CC(=O)N(Cc3ccccc3)C2)c(C)c1 (stereo not given)
 : 1	-5
[83] O=C(COC(=O)Cn1cnc2ccccc21)Nc1ccc(F)c(F)c1
 : 18	8
[84] Cc1cccc(C2NC(=O)c3ccccc3N2)c1 (stereo not given)
 : 21	10
[85] CC12CC3CC(C1)CC(C(=O)NNC(=O)c1ccncc1)(C3)C2
 : 5	-13
[86] O=C(NCCCN1CCOCC1)c1cc2ccccc2cc1O
 : -2	8
[87] Cc1ccc(NC(=O)CO/N=C(\N)c2nonc2N)cc1C
 : -1	9
[88] O=C(O)c1sc2cc(C(F)(F)F)cnc2c1-c1ccccn1
 : 7	4
[89] O=C(NCC1CCN(C(=O)c2c(F)c(F)c(F)c(F)c2F)CC1)c1c(F)c(F)c(F)c(F)c1F
 : -3	0
[90] CCCCNC(=O)C1CC(c2cccc([N+](=O)[O-])c2)=NO1 (stereo not given)
 : 10	-6

[91] O=C(NNC(=O)c1ccc2c(=O)n3c(nc2c1)CCC3)c1ccc(Cl)cc1
[92] Cc1ccc2c(c1)oc(=O)n2CC(=O)c1ccccc1
[93] COc1ccc(NC(=O)C(C)(C)Oc2ccc(Cl)cc2)cn1
[94] O=C(Cn1cc(C(F)(F)F)ccc1=O)N/N=C/c1ccc(F)cc1
[95] CN=Cc1nc(-c2ccccc2)oc1O
[96] COc1cc(C(=O)NCC(c2cccnc2)N2CCN(C)CC2)cc(OC)c1OC (stereo not given)

screen / no. | 91 | 92 | 93 | 94 | 95 | 96
H9c2 TAG inh | 6 | -12 | -16 | 11 | 11 | 9
H9c2 TAG inh DAPI viability | -10 | -6 | 11 | -3 | -7 | 0

[97] O=C1OCC2=C1C(c1ccc(Cl)cc1)c1cc3c(cc1O2)OCO3 (stereo not given)
[98] O=C(O)c1cc(-c2ccc(Cl)cc2)n(-c2ccc(Cl)cc2)n1
[99] C=CCNC(=O)CN1C2CCCC1CC(NC(=O)c1ccccc1C)C2 (stereo not given)
[100] CC(=O)c1ccc(NC(=O)c2cc(CC(C)C)on2)cc1
[101] Cn1ccnc1SCC(=O)Nc1ccc2c(c1)OCO2
[102] CCN(CC)S(=O)(=O)c1ccc(N/N=C/c2cccnc2)nc1

screen / no. | 97 | 98 | 99 | 100 | 101 | 102
H9c2 TAG inh | 11 | -5 | -4 | -4 | 0 | 9
H9c2 TAG inh DAPI viability | 7 | -5 | 2 | -3 | 0 | -10

[103] CCn1cnc2sc(C(=O)Nc3ccc4c(c3)OCO4)c(C)c2c1=O
[104] C=CC(COCc1ccccc1)N([C@@H](Cc1ccccc1)C(=O)OC)S(=O)(=O)c1ccccc1Br (stereo not given in full)
[105] CCCOc1ccc(/C(O)=C2/C(=O)C(=O)N(CCCn3ccnc3)C2c2ccco2)cc1 (stereo not given)
[106] COc1ccc(CN(C)C(=O)c2ccc(NS(=O)(=O)c3ccc4[nH]c(=O)[nH]c4c3)cc2)c(OC)c1OC
[107] Cc1ccc(C)c(N/C=C(\C#N)c2nc3ccccc3o2)c1
[108] Cc1nn(C)cc1/C=N/NC(=O)c1sc2ccccc2c1Cl

screen / no. | 103 | 104 | 105 | 106 | 107 | 108
H9c2 TAG inh | 3 | -30 | -4 | -19 | 3 | -15
H9c2 TAG inh DAPI viability | -13 | -2 | -14 | -6 | 0 | 6

[109] [O-][N+](=Cc1ccccc1)CC1(O)CCCCC1
[110] CCOC(=O)c1ccc(Nc2nnc(C)c3ccccc23)cc1
[111] COc1ccc(S(=O)(=O)N2CCC3(CC2)OCCO3)cc1
[112] CCn1cc(CNC(=O)CC2C(=O)NCCN2CC(c2ccccc2)c2ccccc2)cn1 (stereo not given)
[113] CCCN(C(=O)COC(=O)c1[nH]c(C)c(C(=O)OC)c1C)c1c(N)n(Cc2ccccc2)c(=O)[nH]c1=O
[114] COc1ccc(OC)c(C(=O)CSc2nnnn2C)c1

screen / no. | 109 | 110 | 111 | 112 | 113 | 114
H9c2 TAG inh | 2 | 7 | -8 | 15 | -9 | -1
H9c2 TAG inh DAPI viability | 2 | -3 | -4 | -3 | 2 | -10

[115] CCOC(=O)C1(C)CCN1C(=O)c1ccccc1OC(F)(F)F (stereo not given)
[116] O=C(CCC(=O)Nc1cccc(Cl)c1)N/N=C/c1cc([N+](=O)[O-])ccc1O
[117] Cn1c(C(=O)OC(C(=O)NCC2CCCO2)c2cccnc2)cc2sccc21 (stereo not given)
[118] O=C(c1ccncc1)N1CCN(S(=O)(=O)c2ccccc2F)CC1
[119] CCOc1ccc(/C=N/Nc2nc(C)cs2)c(O)c1
[120] O=C(CCC(=O)CCN1CCCCC1)CCN1CCCCC1
[121] CN(c1ccccc1C(=O)Nc1ccc(F)c(Cl)c1)S(C)(=O)=O

screen / no. | 115 | 116 | 117 | 118 | 119 | 120 | 121
H9c2 TAG inh | 4 | -7 | 8 | -10 | 1 | -20 | -20
H9c2 TAG inh DAPI viability | 2 | -4 | -3 | 3 | 1 | -1 | 2

Bioassay records (PubChem)
